# TcdB inh: TcdB glycohydrolase inhibition | TcdB glycohydrolase enzymatic assay, plate reader | P18177 | 350,000 tested, 0.24% active | inhibition, % at 9.99 µM; in the data active = inhibition above about 10%
# * marks the source's active call; other numbers are inactive results; & = joins results of further samples. This is a subset; the hit share may differ from the screen's.
SMILES,TcdB inh
COc1cccc(-c2ccccc2[C@@H]2[C@H](C#N)N(C(=O)c3ccccn3)[C@H]2CO)c1,0.5
CC(C)NC(=O)N(C)C[C@@H]1Oc2cc(-c3ccccc3F)ccc2S(=O)(=O)N([C@@H](C)CO)C[C@@H]1C,1.9
CCCNC(=O)N1[C@H](CO)[C@H](c2ccccc2-c2ccc(F)cc2)[C@@H]1C#N,-1.2
CC(C)CC#Cc1cnc2c(c1)C(=O)N([C@@H](C)CO)C[C@H](C)[C@@H](CN(C)C(=O)C1CCCCC1)O2,1.0
C[C@@H]1CCCCO[C@@H](CN(C)C)[C@H](C)CN([C@H](C)CO)C(=O)c2cc(N(C)C)ccc2O1,-28.8
CN(C)CCCNC(=O)C[C@H]1CC[C@@H](NC(=O)Cc2cccnc2)[C@H](CO)O1,1.2
CN(C)C(=O)C[C@H]1C[C@H]2c3cc(NC(=O)c4cccnc4)ccc3O[C@H]2[C@@H](CO)O1,0.4
COC(=O)[C@@H]1[C@@H](CO)[C@@H]2Cn3c(ccc(C4=CCCCC4)c3=O)[C@H]1N2C(=O)CC1CC1,-0.8
CNC(=O)C[C@H]1CC[C@@H]2[C@@H](COc3ccc(NC(=O)Nc4ccc(Cl)cc4)cc3C(=O)N2C)O1,5.4
O=C(C[C@@H]1CC[C@H]2[C@@H](COC[C@@H](O)CN2Cc2cc(F)cc(F)c2)O1)Nc1nccs1,0.2
C[C@@H]1CN([C@H](C)CO)S(=O)(=O)c2ccc(C3=CCCCC3)cc2O[C@H]1CN(C)Cc1ccccn1,0.5
N#C[C@@H]1[C@@H](c2ccccc2-c2ccc(F)cc2)[C@@H](CO)N1c1ncc(-c2ccccc2)s1,0.0
CCCNC(=O)N1[C@H](C#N)[C@@H](c2ccc(C#Cc3cccc(F)c3)cc2)[C@@H]1CO,-0.1
C/C=C/c1cnc2c(c1)C(=O)N([C@@H](C)CO)C[C@@H](C)[C@@H](CN(C)C(=O)Nc1ccc(F)cc1)O2,-14.0
CN1c2ccc(-c3cccc(F)c3)cc2[C@H]2[C@H](CCN2C(=O)c2cccc(F)c2)[C@@H]1CO,1.2

# Retrieved by compound from the list above:
SMILES,TcdB inh
CNC(=O)C[C@H]1CC[C@@H]2[C@@H](COc3ccc(NC(=O)Nc4ccc(Cl)cc4)cc3C(=O)N2C)O1,5.4
CCCNC(=O)N1[C@H](CO)[C@H](c2ccccc2-c2ccc(F)cc2)[C@@H]1C#N,-1.2
COc1cccc(-c2ccccc2[C@@H]2[C@H](C#N)N(C(=O)c3ccccn3)[C@H]2CO)c1,0.5
C[C@@H]1CN([C@H](C)CO)S(=O)(=O)c2ccc(C3=CCCCC3)cc2O[C@H]1CN(C)Cc1ccccn1,0.5
CN1c2ccc(-c3cccc(F)c3)cc2[C@H]2[C@H](CCN2C(=O)c2cccc(F)c2)[C@@H]1CO,1.2

# (more compounds)
SMILES,TcdB inh
CC(=O)N1[C@H](CO)[C@H](c2ccc(-c3ccc(C#N)cc3)cc2)C12CN(C(=O)C1CC1)C2,0.6
O=C(Nc1ccc(F)cc1)N1C[C@@H]2[C@H](c3ccccc31)[C@H](CO)N2C(=O)c1ccccc1F,0.3
C[C@H]1CN([C@@H](C)CO)C(=O)c2cc(NC(=O)Nc3ccccc3)ccc2O[C@H]1CN(C)S(=O)(=O)c1cccs1,-2.4
COc1cccc(C(=O)Nc2ccc3c(c2)C(=O)N(C)C[C@H](OC)[C@H](C)CN(CC2CC2)[C@@H](C)CO3)c1,0.1
COC(=O)C[C@H]1C[C@@H]2c3cc(NC(=O)CN(C)C)ccc3O[C@@H]2[C@@H](CO)O1,-0.2
CC(C)CC#Cc1cnc2c(c1)C(=O)N([C@H](C)CO)C[C@@H](C)[C@@H](CN(C)C(=O)Nc1ccccc1F)O2,-0.6
O=C(Cc1ccccc1)N[C@@H]1CC[C@H](CC(=O)N2CCCCC2)O[C@@H]1CO,1.3
N#Cc1cccc(-c2ccc(C3[C@H]4CNC[C@@H]3N4C(=O)Nc3ccc(Cl)cc3)cc2)c1 (stereo partly specified),-0.5&-1.0
C[C@@H]1CN([C@H](C)CO)C(=O)c2cc(NS(=O)(=O)c3ccc(F)cc3)ccc2O[C@@H](C)CCCCO[C@H]1CN(C)Cc1ccccc1,1.1
CNC[C@@H]1Oc2c(NC(=O)C3CCCCC3)cccc2C(=O)N([C@H](C)CO)C[C@H]1C,0.5
C[C@H](CO)N1C[C@H](C)[C@H](CN(C)C)Oc2cc(C#CC3CCCC3)ccc2S1(=O)=O,-8.6
N#C[C@H]1N[C@H](CO)[C@@H]1c1ccc(-c2ccccc2F)cc1,-0.5
Cc1ccc(S(=O)(=O)NCC[C@@H]2CC[C@@H](NC(=O)CC3CC3)[C@H](CO)O2)cc1,1.1
CC(C)CC#Cc1cnc2c(c1)C(=O)N([C@@H](C)CO)C[C@H](C)[C@@H](CN(C)C(=O)c1ccccc1)O2,0.4
CCN1[C@@H]2c3ccc(-c4ccncc4)c(=O)n3C[C@@H]2[C@@H](CO)[C@@H]1C(=O)NCCc1cn(C)cn1,-1.3
O=C(C[C@H]1C[C@H]2c3cc(NC(=O)NC4CCCC4)ccc3O[C@H]2[C@@H](CO)O1)NCc1ccncc1,-3.1
COc1ccc(-c2ccccc2[C@H]2[C@@H](C#N)N(C(=O)C3CC3)[C@H]2CO)cc1,0.1
Cc1noc(C)c1S(=O)(=O)N(C)C[C@H]1Oc2ccc(NC(=O)Nc3cccc4ccccc34)cc2CC(=O)N([C@H](C)CO)C[C@@H]1C,-0.2
COc1cccc(S(=O)(=O)N(C)C[C@@H]2Oc3ncc(/C=C/c4ccccc4)cc3C(=O)N([C@H](C)CO)C[C@@H]2C)c1,-1.1
C[C@@H]1CCCCO[C@H](CN(C)Cc2ccncc2)[C@H](C)CN([C@@H](C)CO)C(=O)c2cc(NS(=O)(=O)c3cn(C)cn3)ccc2O1,1.0
CCCC#Cc1cnc2c(c1)C(=O)N([C@@H](C)CO)C[C@H](C)[C@H](CN(C)C(=O)c1ccc(F)cc1)O2,-0.4
O=C(C[C@@H]1C[C@H]2c3cc(NC(=O)c4ccc5c(c4)OCO5)ccc3O[C@H]2[C@H](CO)O1)NCc1ccc(Oc2ccccc2)cc1,0.3
C[C@@H]1CN([C@@H](C)CO)S(=O)(=O)c2ccc(C3=CCCCC3)cc2O[C@H]1CN(C)C(=O)Nc1ccc2c(c1)OCO2,-0.3
CCC(=O)Nc1ccc2c(c1)C(=O)N(C)[C@@H]1CC[C@H](CC(=O)NCCCN(C)C)O[C@H]1CO2,0.4
COCC(=O)Nc1ccc2c(c1)C(=O)N(C)C[C@@H](OC)[C@H](C)CN(Cc1cc(F)ccc1F)[C@H](C)CO2,-0.4
CO[C@@H]1CN(C)C(=O)c2ccc(NC(=O)C3CCC3)cc2OC[C@@H](C)N(C)C[C@@H]1C,0.1
N#C[C@@H]1[C@H](c2ccc(C3=CCCCC3)cc2)[C@H](CO)N1C(=O)CN1CCOCC1,-1.7
O=C(C1CCOCC1)N1C[C@@H]2[C@H](c3ccccc31)[C@@H](CO)N2C(=O)Nc1ccccc1F,-0.5
C/C=C/c1ccc2c(c1)[C@@H]1[C@@H](CCN1C(=O)c1cnccn1)[C@H](CO)N2,-0.8
C[C@@H]1CN([C@@H](C)CO)S(=O)(=O)c2ccc(-c3ccc(C(=O)N(C)C)cc3)cc2O[C@@H]1CN(C)C,-2.0
O=C(Cc1ccccn1)N[C@H]1CC[C@@H](CCn2cc(-c3ccccc3)nn2)O[C@@H]1CO,-0.8
CC=Cc1ccc2n(c1=O)C[C@@H]1[C@@H](CO)[C@H](C(=O)NCC3CC3)N(Cc3ccccn3)[C@H]21 (mixture of isomers),0.4
C/C=C/c1cnc2c(c1)C(=O)N([C@@H](C)CO)C[C@H](C)[C@H](CN(C)S(=O)(=O)c1ccccc1F)O2,-1.1
C/C=C/c1ccc([C@@H]2[C@@H](CO)N(C(=O)c3cnccn3)C23CN(C(=O)CC)C3)cc1,-0.7
CC(C)NC(=O)Nc1ccc2c(c1)C(=O)N([C@@H](C)CO)C[C@H](C)[C@H](CN(C)C(=O)Nc1ccccc1)OCCCC[C@@H](C)O2,-5.4
O=C(C[C@H]1CC[C@H](NC(=O)Nc2ccc(C(F)(F)F)cc2)[C@@H](CO)O1)NCCN1CCCC1,2.1
CCCN1[C@@H]2c3ccc(-c4ccccc4F)c(=O)n3C[C@H]1[C@H](CO)[C@H]2C(=O)NCc1ccccn1,-0.8
CN(C)CCCNC(=O)C[C@@H]1CC[C@@H]2[C@@H](COc3ccc(NC(=O)c4cccc(F)c4)cc3C(=O)N2C)O1,-0.2
O=C(C[C@H]1CC[C@H](NC(=O)Nc2ccccc2F)[C@@H](CO)O1)NCc1ccccc1,0.8
COCC(=O)N1C[C@H](C)[C@H](OC)CN(C)C(=O)c2cc(NC(=O)Nc3ccccc3)ccc2OC[C@@H]1C,-0.4
O=C([C@H]1[C@H](CO)[C@H]2Cn3c(ccc(C4=CCCCC4)c3=O)[C@H]2N1Cc1nccs1)N1CCCCC1,1.4
COc1ccccc1NC(=O)N1CCCCN2[C@@H](CO)[C@H](c3ccc(C#CC4CC4)cc3)[C@@H]2C1,1.1
COc1cccc(C#Cc2cnc3c(c2)C(=O)N([C@@H](C)CO)C[C@@H](C)[C@@H](CN(C)C(=O)C2CCC2)O3)c1,1.2
O=C(C[C@H]1CC[C@@H]2[C@H](COC[C@@H](O)CN2C(=O)c2cnccn2)O1)NCc1ccc(Oc2ccccc2)cc1,-3.6
O=C(NCC1CCCCC1)[C@H]1[C@H](CO)[C@H]2Cn3c(cccc3=O)[C@H]2N1C(=O)CC1CC1,0.7
CS(=O)(=O)Nc1ccc2c(c1)[C@@H]1C[C@H](CC(=O)NCc3ccc(Oc4ccccc4)cc3)O[C@@H](CO)[C@@H]1O2,-0.1
C[C@@H]1CN([C@H](C)CO)C(=O)c2cc(-c3cccc(F)c3)cnc2O[C@H]1CN(C)C(=O)C1CCC1,1.6
C[C@@H]1CCCCO[C@H](CN(C)S(C)(=O)=O)[C@H](C)CN([C@@H](C)CO)C(=O)c2cc(NC(=O)Nc3ccccc3)ccc2O1,-1.4
C[C@H]1CN([C@@H](C)CO)C(=O)c2cc(N(C)C)ccc2O[C@@H]1CN(C)S(=O)(=O)c1ccc(F)cc1,-0.4
CO[C@@H]1CN(C)C(=O)c2ccc(NC(=O)C3CC3)cc2OC[C@@H](C)N(C)C[C@H]1C,0.1
C[C@@H]1CN([C@H](C)CO)C(=O)c2cc(-c3cccc(C#N)c3)cnc2O[C@@H]1CN(C)C(=O)C1CCOCC1,-0.8
C[C@H](CO)N1C[C@H](C)[C@@H](CN(C)Cc2ccccc2C(F)(F)F)OCc2cn(nn2)CCCC1=O,0.9
CC(C)NC(=O)N(C)C[C@H]1OCCCC[C@@H](C)Oc2ccc(NS(=O)(=O)c3ccc(F)cc3)cc2C(=O)N([C@@H](C)CO)C[C@H]1C,-0.4
CNC[C@H]1Oc2ccc(NS(=O)(=O)c3ccc(C)cc3)cc2C(=O)N([C@H](C)CO)C[C@@H]1C,0.3
COc1ccc(NC(=O)Nc2cccc3c2O[C@H](CN(C)Cc2ccc4c(c2)OCO4)[C@@H](C)CN([C@H](C)CO)C3=O)cc1,0.9
CC(=O)N(C)C[C@@H]1Oc2ncc(C#Cc3cccc(F)c3)cc2C(=O)N([C@H](C)CO)C[C@H]1C,0.0
C[C@H](CO)N1C[C@H](C)[C@@H](CN(C)S(=O)(=O)c2ccc(F)cc2)Oc2ccc(NS(=O)(=O)c3ccc(Cl)cc3)cc2C1=O,0.5
C[C@H]1CN([C@@H](C)CO)C(=O)c2cccc(NS(=O)(=O)c3ccc(Cl)cc3)c2O[C@H]1CN(C)Cc1ccc(-c2ccccc2)cc1,-2.5
C[C@@H]1CN([C@H](C)CO)C(=O)c2cc(NC(=O)NC3CCCCC3)ccc2O[C@@H](C)CCCCO[C@@H]1CN(C)S(=O)(=O)c1cccs1,0.1
O=C(C[C@@H]1CC[C@@H]2[C@H](COC[C@@H](O)CN2Cc2cccc(C(F)(F)F)c2)O1)NCc1ccc(F)cc1,-0.1

# 5 successive compounds out of the list so far, quoted:
SMILES,TcdB inh
C[C@@H]1CN([C@H](C)CO)C(=O)c2cc(-c3cccc(C#N)c3)cnc2O[C@@H]1CN(C)C(=O)C1CCOCC1,-0.8
C[C@H](CO)N1C[C@H](C)[C@@H](CN(C)Cc2ccccc2C(F)(F)F)OCc2cn(nn2)CCCC1=O,0.9
CC(C)NC(=O)N(C)C[C@H]1OCCCC[C@@H](C)Oc2ccc(NS(=O)(=O)c3ccc(F)cc3)cc2C(=O)N([C@@H](C)CO)C[C@H]1C,-0.4
CNC[C@H]1Oc2ccc(NS(=O)(=O)c3ccc(C)cc3)cc2C(=O)N([C@H](C)CO)C[C@@H]1C,0.3
COc1ccc(NC(=O)Nc2cccc3c2O[C@H](CN(C)Cc2ccc4c(c2)OCO4)[C@@H](C)CN([C@H](C)CO)C3=O)cc1,0.9

# The results go on.
SMILES,TcdB inh
CCC(=O)N[C@@H]1C=C[C@H](CC(=O)NCC2CC2)O[C@@H]1CO,0.1
CN1CCCCN2[C@@H](CO)[C@H](c3ccc(C#CC4(O)CCCC4)cc3)[C@@H]2C1,-0.1
Cc1ccc(S(=O)(=O)Nc2ccc3c(c2)CC(=O)N([C@H](C)CO)C[C@@H](C)[C@@H](CN(C)C(=O)Nc2ccc(F)cc2)O3)cc1,-0.6
C[C@H](CO)N1C[C@H](C)[C@@H](CN(C)Cc2ccc(C(=O)Nc3ccccc3N)cc2)Oc2ccc(NS(=O)(=O)c3ccc(Cl)cc3)cc2CC1=O,-2.2
C[C@@H]1CCCCO[C@@H](CN(C)S(=O)(=O)c2ccc(Cl)cc2)[C@@H](C)CN([C@H](C)CO)C(=O)c2cc(NS(C)(=O)=O)ccc2O1,0.3
COc1ccc(S(=O)(=O)N(C)C[C@@H]2OCCCC[C@H](C)Oc3ccc(NC(=O)Nc4cccc5ccccc45)cc3C(=O)N([C@H](C)CO)C[C@@H]2C)cc1,-4.0
COCC(=O)N1CCCCN2[C@@H](CO)[C@@H](c3ccc(C#Cc4ccccc4)cc3)[C@@H]2C1,0.5
O=C1CN(S(=O)(=O)Cc2ccccc2)C[C@@H]2[C@H](c3ccc(C#Cc4ccccc4)cc3)[C@H](CO)N12,0.2
